Screens as filed in PubChem.
hERG WT inh – KCNH2 (human, wildtype) channel inhibition | U2OS, BacMam KCNH2, thallium flux FluxOr; stronger effect = lower value | actives 0.37% (n = 340,000) | Q12809 | activity change, % at 1.84 µM;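 active = maximum activity change below -70%; inconclusive = maximum activity change between -70% and -50%; inactive = maximum activity change above -50%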
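U2OS cells were transduced with wild-type KCNH2 virus (2.03 x 10^8 / mL) for 4 h at room temperature, then cultured overnight at 37 C. Thallium flux was read with FluxOr dye. Rate constants were normalized to DMSO controls.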
USP2a inh – inhibitors of human ubiquitin-specific protease USP2a; AID 463254; actives 0.01% (n = 330,000); O75604; Potency, µM (highest dose often 38.3 µM), without a hit: top-dose activity change, negative = inhibition, actives largely listed as inhibitors; USP2 core, Ub-CHOP2 coupled fluorogenic reporter, 485/531;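 also: potency is read from the fitted curve at half-maximal effect; plate controls were DMSO wells for no effect and full inhibition by NEM control for full effect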
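USP2 core (10nM final) preincubated 30min RT with compound in 20mM Tris-HCl pH 8.0, 2mM CaCl2, 2mM beta-mercaptoethanol, 0.05% CHAPS; 25nM Ub-CHOP2 plus 25nM reporter substrate added, fluorescence (Ex485/Em531) read after 60min.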
Chronic BCR inh – inhibitors of chronic active B-cell receptor signaling; Potency, µM (series often up to 46.1 µM), without a hit: at the highest dose ratio change, negative = lower green/red ratio, actives largely listed as inhibitors; AID 493014; ABC-DLBCL IkBa-CBG/CBR reporter, luminescence ratio, 4 h; actives 0.05% (n = 340,000); active = well fitted inhibition curve with a large enough effect in the signal ratio, with a control signal flat, not every such curve was filed as active; inconclusive = small, poorly fitted or top-dose-only effect, or effect the other way, or a change in a side signal; the % refers to the signal ratio;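 also: potency is read from the fitted curve at half-maximal effect; plate controls were basal doxycycline-induced cells for no effect and cells given 10 µM MG132 for full effect; MG132 reads +100%, hits lower the ratio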
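TMD8 ABC-DLBCL cells carrying doxycycline-inducible green luciferase fused to IkappaBalpha plus unfused red luciferase were exposed to compounds (up to 46 uM) for 4 hrs at 37C. Activity came from the overlap-corrected green/red luminescence ratio.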
Coupling enz – coupling enzyme interference in Giardia aldolase counter-screen. actives 0.67% (n = 290,000). activity change, negative = inhibition, % at 58.2 µM, hits read low. coupling enzyme system counterscreen, AmpLite Red fluorescence; in the data active = activity change below about -30%
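Compounds tested against the coupling enzymes alone at 57.5 uM final; readout was AmpLite Red fluorescence (525/598 nm) after 20 min at RT.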
Eya2 inh – Eya2 (human) phosphatase inhibition. recombinant Eya2, OMFP fluorescence dephosphorylation (OMFP is methylfluorescein phosphate). actives 0.006% (n = 330,000). Potency, µM (titrated, usually from 76.9 µM), for the others: at the top dose activity, negative = inhibition, actives largely listed as inhibitors; also: potency is read from the fitted curve at half-maximal effect
Target sequence (O00167 whole entry, looked up): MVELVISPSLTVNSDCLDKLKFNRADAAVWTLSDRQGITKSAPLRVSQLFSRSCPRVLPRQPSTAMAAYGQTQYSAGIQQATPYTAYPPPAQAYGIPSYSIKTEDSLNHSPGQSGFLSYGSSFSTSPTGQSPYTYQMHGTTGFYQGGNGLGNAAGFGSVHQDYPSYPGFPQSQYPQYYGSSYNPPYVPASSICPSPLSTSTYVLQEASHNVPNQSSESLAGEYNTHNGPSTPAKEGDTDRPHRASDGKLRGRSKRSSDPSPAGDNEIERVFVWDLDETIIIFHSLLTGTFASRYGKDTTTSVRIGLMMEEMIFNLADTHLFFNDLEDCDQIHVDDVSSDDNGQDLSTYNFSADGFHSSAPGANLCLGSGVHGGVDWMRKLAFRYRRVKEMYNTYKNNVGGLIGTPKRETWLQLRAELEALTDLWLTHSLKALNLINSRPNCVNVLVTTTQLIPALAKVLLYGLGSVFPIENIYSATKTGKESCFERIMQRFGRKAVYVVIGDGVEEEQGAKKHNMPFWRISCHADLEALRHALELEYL
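Eya2 (0.2 uM) preincubated 10 min at ambient with compound, then OMFP substrate added at 50 uM; 10 min reaction in 50 mM HEPES pH 7.5, 50 mM NaCl, 5 uM MgCl2, 0.05% BSA, 1 mM DTT. Fluorescence read at Ex 485/Em 525 nm.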
PKM2 activator – increases activity of human pyruvate kinase M2. P14618. purified PKM2, Kinase-Glo ATP luminescence, activation; response scale: 0% is enzyme alone, no compound. Potency, µM (highest dose often 57.5 µM), for the others: at the highest dose activation, hits mostly activators. actives 0.34% (n = 260,000). AID 1631; also: potency is read from the fitted curve at half-maximal effect; nearly all actives have a fitted effect of over 55% in size
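hPK-M2, >95% pure; 0.1 mM ADP / 0.5 mM PEP final; imidazole pH7.2 buffer w/ 7 mM MgCl2, 50 mM KCl; 1 h RT; Kinase-Glo lum. Intermediate enzyme activity for dual inhibitor/activator qHTS.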
Giardia killer – Giardia lamblia killing; Giardia lamblia trophozoite viability; activity change, % at 7.66 µM, hits read low; actives 0.15% (n = 340,000); in the data active = activity change below about -80%; inconclusive = between about -30% and that limit;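 also: parasites exposed to compound for two days anaerobically before the ATP read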
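Luminescence from cellular ATP indicates surviving trophozoites (100 cells/well) following 48 hrs anaerobic compound treatment at 37 deg C; signal develops 15-30 min at room temperature.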
B2AR arrestin – agonists driving beta-arrestin recruitment to human beta2-adrenergic receptor; beta-arrestin recruitment to beta2AR, cell-based reporter; P07550; AID 492947; actives 0.02% (n = 330,000); Potency, µM (highest dose often 46.1 µM), for inactives: at the top dose activation, most hits filed as activators;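 also: potency is read from the fitted curve at half-maximal effect; 0% = DMSO controls and full agonism = EC100 isoproterenol or metaproterenol; nearly all actives have a fitted effect of over 65% in size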
Target sequence (P07550 whole entry, looked up): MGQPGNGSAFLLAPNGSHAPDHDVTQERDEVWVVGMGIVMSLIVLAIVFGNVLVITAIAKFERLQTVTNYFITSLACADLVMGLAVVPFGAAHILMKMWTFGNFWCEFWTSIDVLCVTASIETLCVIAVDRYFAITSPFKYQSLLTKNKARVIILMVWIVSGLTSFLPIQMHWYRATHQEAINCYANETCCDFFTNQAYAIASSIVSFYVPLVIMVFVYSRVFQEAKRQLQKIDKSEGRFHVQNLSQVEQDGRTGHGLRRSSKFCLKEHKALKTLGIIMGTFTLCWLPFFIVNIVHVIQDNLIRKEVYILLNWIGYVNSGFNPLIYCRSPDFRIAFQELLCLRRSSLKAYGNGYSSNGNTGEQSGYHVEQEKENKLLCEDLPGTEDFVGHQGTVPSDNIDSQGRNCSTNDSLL
KCNH2 3.1 inh – blocks the human KCNH2 3.1 channel isoform; U2OS KCNH2 3.1, thallium flux FluxOr; stronger effect = lower value; AID 720553; actives 0.95% (n = 340,000); activity change, % (tested at about 1.8 µM);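 active = maximum activity change below -70%; inconclusive = maximum activity change from -70% to -50%; inactive = maximum activity change above -50%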;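 also: thallium influx rate constant from kinetic fluorescence after stimulation buffer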
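We transduce U2OS cells with the mutant 3.1 virus, culture them overnight, load FluxOr with Red40 quencher for 45 min, then add stimulation buffer and read kinetically for 2 min to derive a normalized rate constant.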
GALK inh – galactokinase (human) inhibition; Purified GALK, Kinase-Glo residual ATP luminescence; Potency, µM (top dose mostly 57.5 µM), without a hit: at the highest dose activity change, negative = inhibition, hits mostly inhibitors; actives 0.007% (n = 270,000); AID 1868; also: potency is read from the fitted curve at half-maximal effect
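ATP-depletion format; final 35 uM ATP, 100 uM D-galactose, 5 nM enzyme; pH 8.0 HEPES/Mg2+ buffer; 60 min RT; luminescence read 10 min after detection reagent.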
uPA generation – blocks generation of uPA at the cell surface; cell surface uPA generation assay, qHTS; Potency, µM (doses to about 38.3 µM), inactives show at the top dose activity change, negative = inhibition, usual class: inhibitors; actives 0.31% (n = 330,000); AID 540303; active = well fitted inhibition curve with a large enough effect; inconclusive = small, poorly fitted or top-dose-only effect; inactive = no such curve, though single readings can be large or run the other way; tested in mouse RAW 264.7 cells; also: potency is read from the fitted curve at half-maximal effect; nearly all actives have a fitted effect of over 55% in size
* hit, by the source's call; i = inactive; ? = inconclusive; / = no result given; [ ] = remark or other dose. Unless noted, calls follow the shape of the dose curve; as a rule, active = well fitted curve in the direction sought with a large enough effect; inconclusive = small, poorly fitted or top-dose-only effect, or another doubt; inactive = no such curve, though single readings can be large; an effect the other way counts as inactive or inconclusive. Unless noted, % is scaled to controls: 0 for no effect and ±100 for the full control effect. Only part of the results is shown; the hit share may differ from the screen's.

Fields – hERG WT inh | USP2a inh | Chronic BCR inh | Coupling enz | Eya2 inh | PKM2 activator | Giardia killer | B2AR arrestin | KCNH2 3.1 inh | GALK inh | uPA generation
- COc1cc(CN2CCN(C(=O)Cc3ccccc3)CC2)cc(OC)c1OC
  0 | 0% | -1% | -1 | 1% | -2% | -22 | -0.1% | 1 | -2% | 9%
- CCOc1ccc(N=Cc2c(O)n(-c3cc(C)cc(C)c3)c(=O)[nH]c2=O)cc1
  -9 | 0% | -1% | -3 | 0% | 0% | 20 | -0.3% | 18 | 5% | 3%
- O=C(O)c1cccc2c1NC(C(=O)O)C1CC(Sc3ccccc3[N+](=O)[O-])C(Cl)C21 (centres undefined)
  -9 | ? | ? | -12 | -7% | -30% | 13 | -0.6% | 22 | 0% | 0%
- CCC(=O)c1ccc(OCC(=O)N2CCN(CC(=O)Nc3ccc(C)cc3)CC2)cc1
  2 | 8% | -6% | / | 7% | / | -16 | 0.0% | -41 | / | -3%
- O=C1NC(=O)N(c2ccccc2)C(=O)/C1=C\c1ccccc1[N+](=O)[O-]
  -1 | 2% | ? | -1 | -6% | 4% | 16 | -0.3% | 13 | -3% | 9%
- Cc1ccc(-n2c(O)c(C=Nc3ccc(S(=O)(=O)N(C)C)cc3)c(=O)[nH]c2=O)cc1
  3 | -1% | 5% | 2 | 12% | -4% | 7 | -0.1% | 5 | 1% | 4%
- CC(C)NCC(O)c1ccc(C2CCCC2)cc1 (centres undefined)
  35 | 2% | -2% | 3 | 2% | 5% | 9 | 0.0% | -7 | 3% | -4%
- O/N=C1/C(=C\c2ccccc2)N2CCC1CC2
  12 | -1% | -1% | 5 | 11% | -3% | 1 | -0.2% | -3 | 3% | /
- Cc1cc(OCC(=O)NCC(O)c2ccccc2)c2c3c(c(=O)oc2c1)CCCC3 (centres undefined)
  -5 | -1% | 0% | 5 | -9% | -10%[0.46 µM] | -12 | -1.2% | -1 | 1% | 12%
- Cc1sc2ncn(CC(=O)NCC(=O)N3CCC4(CC3)OCCO4)c(=O)c2c1C
  -9 | -1% | 11% | 1 | 1% | -1% | 30[activator] | -0.3% | 17 | 3% | 6%
- Cc1cc(OC(=O)CCCNC(=O)OC(C)(C)C)c2c3c(c(=O)oc2c1)CCC3
  -7 | 0% | -14% | 2 | -10% | -2% | -1 | 0.1% | -21 | / | -6%
- O=P(CN1CCN(c2ccccc2)CC1)(N1CCCCC1)N1CCCCC1
  -10 | 4% | -2% | 1 | 2%[15.4 µM] | -6% | 22 | -0.5% | ? | 0% | 2%
- Nc1c(Br)cc([N+](=O)[O-])cc1[N+](=O)[O-]
  8 | -1% | -9% | / | 3% | / | 38[activator] | -1.4% | -3 | / | -6%
- O=C(C[N+]12CCN(CC1)CC2)NCCc1ccc(Cl)cc1Cl
  23 | -8% | 4% | -1 | -5% | -5% | -1 | -1.2% | 7 | -2% | -2%
- CCOC(=O)C(NC(=O)CC)(Nc1ccc(C(O)(C(=O)OCC)C(F)(F)F)cc1C)C(F)(F)F (centres undefined)
  2 | 4% | 3% | / | 6% | -2% | 10 | 3.8% | 5 | -2% | 7%
- COc1ccc(CCNC(C)CCc2ccc(OC)cc2)cc1 (centres undefined)
  33 | 5% | ? | 4 | -8% | -5% | 9 | -0.1% | -49 | 2% | -1%
- CCCCn1c(NS(=O)(=O)c2ccc(C)cc2)c(C(=O)OCC)c2nc3ccccc3nc21
  -8 | 5% | 8% | -19 | 0% | 12% | 8 | -0.4% | 11 | 0% | -10%
- C[N+]12CCC(CC1)C(C(O)(c1ccccc1)c1cccs1)C2 (centres undefined)
  3 | 3% | -9% | -2 | 7% | -7% | 2 | 0.2% | 16 | 0% | -10%
- CC(=NCc1ccco1)c1c(O)n(-c2ccc(Cl)cc2)c(=O)[nH]c1=O
  -4 | 3% | 2% | 0 | 7% | -3% | -11 | -0.4% | -3 | -1% | -2%
- Cc1cc(C(=O)CSc2nc(N)cc(=O)[nH]2)c(C)n1CCc1ccc(F)cc1
  4 | 1% | ? | 0 | 12% | -4% | 0 | -0.2% | 2 | -1% | -5%
- COc1ccc(OC(=O)Nc2ccccc2)cc1
  -1 | 3% | ? | 1 | 2% | -25% | 2 | -0.1% | 38 | 2% | ?
- CCC(CO)(C(=O)OC1C[N+]2(C)CCC1CC2)c1ccccc1 (centres undefined)
  5 | 0% | -1% | 3 | 3% | 0% | 10 | 0.0% | 0 | 0% | -1%
- C=C1C(=O)[C@@]23[C@H](O)C[C@@H]4C(C)(C)CC[C@H](O)[C@@]4(C)[C@@H]2CC[C@@H]1[C@H]3O
  -1 | 1% | ? | 6 | 2% | -2% | -11 | -0.2% | 33 | / | ?
- CCc1c(C)nc(N)nc1N1N=C1SC
  1 | 3% | ? | 4 | 24% | -1% | -1 | -0.3% | 9 | 3% | /
- CCC(CC)C1C(C#N)=C(N)Oc2c1c(=O)oc1ccccc21 (centres undefined)
  0 | 2% | ? | -4 | -7% | -11% | -4 | -0.1% | 0 | 2% | -4%
- CCCCn1c(=O)c(C(=O)NCc2ccccc2OC)c(O)c2ccccc21
  -4 | 3% | -2% | -1 | 13% | -3% | ? | -0.1% | -2 | 4% | -4%
- CCCNc1nc(OC)nc(N2CC3CC(C2)c2cccc(=O)n2C3)n1 (centres undefined)
  1 | 2% | 1% | -1 | 7% | 2% | 7 | -0.3% | -28 | 0% | 0%
- COc1ccc(-c2csc(NC(=O)C3CCN(C(=O)c4ccc(F)cc4)CC3)n2)cc1OC
  -3 | -6% | ? | 1 | 4% | 0% | -10 | -0.1% | 1 | -2% | ?
- Cc1ccccc1NS(=O)(=O)c1ccc(OCC(=O)N2CCN(C)CC2)cc1
  3 | -2% | -4% | / | 0% | -1% | -8 | -0.3% | / | -2% | 1%
- CCCCn1c(O)c(C(CC)=NCCCn2ccnc2)c(=O)[nH]c1=O
  -5 | 4% | 12% | 2 | -9% | -1% | -8 | -0.2% | 4 | 13% | -4%

Reprinted from the part before: three compounds, then new ones.
smiles	hERG WT inh	USP2a inh	Chronic BCR inh	Coupling enz	Eya2 inh	PKM2 activator	Giardia killer	B2AR arrestin	KCNH2 3.1 inh	GALK inh	uPA generation
COc1ccc(-c2csc(NC(=O)C3CCN(C(=O)c4ccc(F)cc4)CC3)n2)cc1OC	-3	-6%	?	1	4%	0%	-10	-0.1%	1	-2%	?
Cc1ccccc1NS(=O)(=O)c1ccc(OCC(=O)N2CCN(C)CC2)cc1	3	-2%	-4%	/	0%	-1%	-8	-0.3%	/	-2%	1%
CCCCn1c(O)c(C(CC)=NCCCn2ccnc2)c(=O)[nH]c1=O	-5	4%	12%	2	-9%	-1%	-8	-0.2%	4	13%	-4%
Cc1cc(Br)c(NC(=O)CN2CC=C(c3ccccc3)CC2)c(Br)c1	i	3%	-3%	-1	8%	1%	6	-0.1%	0	9%	2%
Cc1ccc(CN2CCCN(Cc3ccc(C)cc3)S2(=O)=O)cc1	-8	-9%	-1%	-2	-9%	/	4	-0.9%	7	/	1%
CC(C(O)c1ccccc1)N(C)CCn1cnc2c1c(=O)n(C)c(=O)n2C (centres undefined)	0	0%	1%	1	-2%	4%	11	-0.2%	15	-2%	1%
CCCCCCCCn1sccc1=O	7	0%	?	/	1%	/	-7	0.3%	3	/	?
COc1ccc(N2CCc3c(C)nc4c(OC)cc(OC)cc4c32)cc1	1	3%	?	-6	-3%	3%	-9	0.1%	-10	1%	-7%
CCCNC(=O)N1[C@H]2CC[C@@H]1C(C(=O)OC)=C(c1ccc(OC(F)(F)F)cc1)C2	15	-3%	-4%	/	-22%	/	-15	-0.4%	3	/	-6%
Cc1ccc(Cn2cc(C=O)c3ccccc32)cc1	-4	2%	2%	2	-6%	/	-7	0.3%	0	-1%	-1%
O=c1[nH]c(=O)n(Cc2ccccc2Cl)c(O)c1/C=C1/C=CC=N1	-5	2%	?	2	1%	-2%	9	-0.3%	/	-3%	-11%
Cc1ccc(OP(=O)(NCc2ccccc2)Oc2ccc(C)cc2)cc1	-12	3%	-11%	-4	-8%	-3%	2	3.2%	-87*	/	11%
CC(C)(C)n1cc(C(=O)c2ccccc2)cc1-c1ccccc1	-5	0%	?	0	-3%	3%	7	-0.9%	-9	0%	4%
CCCN1CCCC(C(=O)c2cc(C)c(OC)c(C)c2)C1 (centres undefined)	10	0%	3%	1	5%	3%[11.5 µM]	8	-0.5%	1	-7%	4%
